West Nile antiviral: West Nile virus antiviral activity, cell-based, CPE readout (AID 1621). West Nile virus-infected cells, CPE inhibition; higher % means a stronger effect. CPE inhibition, % at 10 µM, or IC50 in µM where a hit was titrated. 290,000 compounds, 0.02% hits; in the data active means a potency from the dose series; inconclusive means CPE inhibition mostly from about 3.7% at the one dose, without a potency; inactive means the rest, 99 in 100 with CPE inhibition below about 2.2%; further: strong numbers were not always called active
Rac1 GTP hydrolysis: MgcRacGAP GTPase-activating activity inhibitors, confirmation, biochemical, ADP Hunter fluorescence; MgcRacGAP-stimulated Rac1 GTP hydrolysis, ADP Hunter fluorescence; higher % means a stronger effect; GST-tagged Rac1 F28L mutant substrate; inhibition, % at 30 µM; hits with a dose series show IC50 in µM; 340,000 compounds, 0.6% hits; AID 624330;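 active means first-screen hits whose inhibition reached a set limit at any dose in the follow-up dose series; inconclusive means inhibition above the set first-screen limit but never retested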;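 further: fluorescence reports GDP produced by GAP-driven GTP hydrolysis; strong numbers were not always called active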
Myeloid diff MLP: myeloid differentiation induction. 360,000 compounds, 1% hits. calls only at 10 µM. ER-HoxA9 myeloid progenitors, lysozyme-GFP differentiation, flow cytometry;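 active means normalized GFP-positive differentiation at or above the plate's own cutoff, the solvent-only control mean plus 3 SD; inconclusive means no clear call, values can overlap the other calls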;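 further: cells exposed to compound for four days before flow analysis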
RSV antiviral HEp-2: RSV antiviral activity via CPE protection, HEp-2 cells, primary 10 µM value included (AID 2391) | HEp-2 cells, RSV-induced CPE inhibition; higher % means a stronger effect | CPE inhibition, % at 10 µM, or IC50 in µM where a hit was titrated | 310,000 compounds, 0.13% hits; in the data active means a potency from the dose series; inconclusive means CPE inhibition mostly from about 23% at the one dose, without a potency; inactive means the rest, 99 in 100 with CPE inhibition below about 21%; further: strong numbers were not always called active
WT yeast gro inh: growth inhibition of WT yeast, mitochondrial fusion screen; 190,000 compounds, 2.1% hits; mitochondrial fusion phenotypic screen, WT strain; inhibition, % at 10 µM; AID 1362; in the data active means inhibition above about 58%; tested in S. cerevisiae
b-catenin transl: modulators of beta-catenin nuclear translocation; nuclear translocation activity, % at 5 µM; HeLa beta-catenin nuclear translocation, immunofluorescence imaging; AID 1665; 190,000 compounds, 0.3% hits;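 active means nuclear translocation activity above 50% at 5 µM, with a well cell count of 50 or more; inconclusive means wells under 50 cells across six images, flagged as toxic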;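 further: per-cell ratio of nuclear to cytoplasmic median beta-catenin stain intensity; plate controls were DMSO negative control for no effect and GSK-3 inhibitor IX positive control for full effect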
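Read-out: Nuclear/cytoplasmic beta-catenin signal ratio, % activation | Assay system: Human HeLa cell line | Times: 24 h compound exposure at 37°C, 5% CO2 | Signal: Fluorescence imaging of beta-catenin antibody stain plus DAPI | Dosing: 5 µM primary, 0.02–20 µM confirmation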
Salmonella PhoP GFP: PhoP-dependent GFP reporter repression – Salmonella Typhimurium, primary screen (AID 1863). S. Typhimurium PhoP-regulated promoter GFP reporter, 4 h; higher % means a stronger effect. one-dose inhibition, % at 50 µM; IC50 in µM for titrated hits. 300,000 compounds, 0.16% hits;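 active means inhibition over 29.93%, a cutoff 3 SD above the screen mean, later confirmed by dose response; inconclusive means inhibition over 29.93% but no dose response follow-up; inactive means inhibition at most 29.93% or unconfirmed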;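 further: 0% = low Mg2+ inducing control and 100% = high Mg2+ repressing control; strong numbers were not always called active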
T cell HTS: T cell immune modulation candidate; 2C CD8+ T cell-vesicle binding, flow cytometry; stronger effect = lower value; calls only at 7 µM; 330,000 compounds, 0.068% hits;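 active means response, share of CD8 T cells binding vesicles, and their 90th percentile fluorescence all below set limits, cut at about 80% in these data, passing the limit was not always enough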
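Assay system: 2C TCR transgenic mouse naive CD8+ T cells, MACS-purified | Read-out: CD8+ gate FL2 mean fluorescence as % of same-row positive control | Signal: High-throughput flow cytometry with anti-B7-1 and anti-CD8 staining | Timing: Binding step 1.5 h, 37 °C, antibody labelling 20 min, ice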
SV40 large T antigen: TAg ATPase/helicase activity blockers – biochemical (AID 1903). 310,000 compounds, 0.39% hits. inhibition, % at 20 µM, or IC50 in µM where a hit was titrated. SV40 large T antigen ATPase/helicase inhibition assay; higher % means a stronger effect; in the data active means a potency from the dose series; inconclusive means inhibition mostly from about 32% at the one dose, without a potency; inactive means the rest, 99 in 100 with inhibition below about 32%; further: strong numbers were not always called active
WT yeast gro inh mutant strain: also measured in WT yeast gro inh; calls as there; inhibition, %; mitochondrial fusion phenotypic screen, mutant strain inhibition
b-catenin transl cell count 5 µM: recorded beside b-catenin transl, whose call it bears; cell count; measured here: cell count, cytotoxicity flag
T cell HTS vesicle-bound %: second read-out of T cell HTS, no call of its own (marks repeat the call); double positive events, %; measured here: CD8+ vesicle-bound cell fraction;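 binding gate set so that unloaded-vesicle control wells show 10% double positive cells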
Myeloid diff MLP GFP+ MAC1+ %: also measured in Myeloid diff MLP; calls as there; GFP+ MAC1+ double positive, %; measured here: differentiation confirmed by MAC1 staining
Starred values were filed as active, the others as inactive; i = inactive; ? = inconclusive; . = not tested or not shown.

SMILES	West Nile antiviral	Rac1 GTP hydrolysis	Myeloid diff MLP	Myeloid diff MLP GFP+ MAC1+ %	RSV antiviral HEp-2	WT yeast gro inh	WT yeast gro inh mutant strain	b-catenin transl	b-catenin transl cell count 5 µM	Salmonella PhoP GFP	T cell HTS	T cell HTS vesicle-bound %	SV40 large T antigen
COC(=O)c1sc(NC(=O)c2ccco2)c(C#N)c1C	0.4%	11%	i	0.7	3.4%	.	.	-0.3	1360	1%	i	22	12%
O=C(Nc1ccccc1)N1CCCC1	0.9%	1%	i	0.7	0.9%	12	10	.	.	3%	i	39	2%
COc1ccc(N2CC(C(=O)N3CCC4(CC3)CC(=O)c3ccccc3O4)CC2=O)cc1 (centres undefined)	.	1%	i	0.5	11%	.	.	.	.	-1%	i	57	2%
O=C(NNC(=O)C1CCN(c2ncccn2)CC1)c1ccc(Cl)cc1	0.2%	5%	i	0.1	-0.7%	10	1	-2.3	1120	3%	i	38	6%
O=c1[nH]c2ccccc2c(=O)n1Cc1ccccc1	-0.1%	3%	i	0.7	3.3%	-7	3	0.8	1068	-7%	i	52	8%
COCCCNC(=O)c1cc2c(-c3ccc(Cl)cc3)nn(C)c2s1	-0.1%	12%	i	2.8	-1.3%	-15	-10	.	.	5%	i	42	3%
Cc1nc(N2CCN(c3ccccn3)CC2)c2c(C)c(C(=O)Nc3ccc(F)cc3Cl)sc2n1	0.1%	11%	i	1.4	11%	.	.	.	.	10%	i	32	4%
Cc1nn(CC(=O)N(C)Cc2ccccc2)c(=O)c2cccn12	0.4%	9%	i	1.7	.	.	.	.	.	2%	i	31	8%
COc1ccc(/C=N/NC(=O)C(C)Sc2ccccn2)cc1[N+](=O)[O-] (centres undefined)	-0.5%	5%	i	0.2	9.0%	1	-3	0.0	1170	1%	i	26	13%
COc1cccc(CNC(=S)Nc2cccc(Cl)c2C)c1	-1.4%	2%	i	0.3	10%	.	.	.	.	8%	i	52	15%
COc1ccc(NC(=O)c2nc(-n3nc(C)cc3C)ccc2Cl)cc1Cl	-0.6%	2%	i	0.5	1.5%	6	-17	.	.	-3%	i	41	-80%
CCOc1ccccc1/C=N/NC(=O)C[n+]1ccccc1	.	15%	i	1.1	1.6%	.	.	.	.	.	i	24	.
CCCCNC(=O)c1ccc(NC(=O)CC2SC(N3CCCC3)=NC2=O)cc1 (centres undefined)	.	2%	i	0.9	1.7%	.	.	.	.	.	i	28	.
O=C(CN1C(=O)NC2(CCc3ccccc3C2)C1=O)NCc1ccco1 (centres undefined)	0.5%	5%	i	1.3	-0.8%	-5	-1	-2.0	1146	-6%	i	25	13%
CC(C)CCNC(=O)CCSCCC(=O)NCCC(C)C	-0.2%	4%	i	0.3	1.2%	-2	-11	2.9	444	-4%	i	41	14%
Cc1ccc(C)c(NC(=O)c2cc3c([nH]c4ccccc43)c(C)n2)c1	0.2%	14%	i	0.3	2.6%	10	14	1.0	1350	-6%	i	17	3%
O=C(CC12CC3CC(CC(C3)C1)C2)Nc1ccc2c(c1)COC2=O	-0.1%	1%	i	0.3	0.4%	17	16	-0.1	1417	-9%	i	26	3%
COc1ccc(C(=O)N2CCC(n3nccc3NC(=O)C3CC3)CC2)c(OC)c1OC	-0.4%	7%	i	0.7	1.1%	.	.	.	.	3%	i	59	9%
COc1cccc(OCc2nnc(SCC(=O)OC3CCCCC3)n2C)c1	0.5%	4%	i	1.0	-0.6%	-5	-8	-4.3	891	-2%	i	51	0%
CCC(=O)OC1(C)C(=O)C=C2C=C(C3CC3)OC=C2C1=O (centres undefined)	0.5%	-16%	i	3.0	-0.5%	.	.	.	.	.	.	.	15%
COc1cccc(C(=O)/C=C/Nc2ccc(S(=O)(=O)Nc3cc(OC)nc(OC)n3)cc2)c1	0.8%	8%	i	1.3	2.5%	.	.	.	.	0%	i	8	13%
Cc1cc(C)n(-c2nc3c(c(=O)[nH]c(=O)n3C)n2C)n1	0.3%	0%	i	0.9	0.9%	-8	-4	-5.9	1006	-6%	i	59	.
CCC(C)Nc1nc2c(c(=O)[nH]c(=O)n2C)n1CCCc1ccccc1 (centres undefined)	-1.1%	7%	i	0.9	-0.7%	.	.	.	.	10%	i	27	-3%
CCC(=O)OCCNc1cc(Sc2nc3ccccc3s2)c2nonc2c1[N+](=O)[O-]	-2.1%	10%	?	.	-3.9%	95*	92*	.	.	-4%	i	10	11%
COC(=O)CCCC(=O)NC1CCCc2c1cnn2-c1ccc(F)cc1F (centres undefined)	-0.6%	8%	i	0.8	6.8%	.	.	.	.	6%	i	47	8%
O=C(COc1ccccc1[N+](=O)[O-])Nc1ccc(NC(=O)c2cc3ccccc3o2)cc1	-0.3%	5%	i	0.1	-0.6%	-2	-19	0.0	1428	7%	i	12	16%
Cc1ccc(S(=O)(=O)Nc2c(C)n(C)n(-c3ccccc3)c2=O)cc1C(=O)OC(C)C(=O)N(C)c1ccccc1 (centres undefined)	-1.0%	3%	i	1.0	1.5%	18	-12	0.9	1049	0%	i	49	14%
CCC1=NNC(=O)C(CC(=O)Nc2ccccc2)c2cc(OC)c(OC)cc21 (centres undefined)	-0.2%	-3%	i	0.5	1.5%	-9	-11	-0.8	588	2%	i	43	7%
CCN(CC)S(=O)(=O)c1ccc(Cl)c(C(=O)Oc2cccc(-c3cnc4ccccc4n3)c2)c1	0.1%	12%	i	0.9	4.3%	6	18	1.5	1134	-19%	i	62	5%
Cc1cc(C)nc(N/C(=N/S(=O)(=O)Cc2ccccc2)Nc2ccccc2)n1	-0.8%	1%	i	0.3	3.1%	-1	-19	-2.6	581	-2%	i	54	9%
O=C(CN1CCN(C(c2ccccc2)c2ccccc2)CC1)Nc1ccc(N2CCOCC2)cc1	-0.5%	5%	i	0.6	0.7%	-15	4	-0.5	1118	-2%	i	60	14%
Cc1nn(-c2ccccc2)nc1C(=O)NN	-0.2%	9%	i	0.4	.	.	.	0.3	1096	0%	i	33	7%
COC(=O)N/N=C\c1ccc(OC/C=C/c2ccccc2)cc1	-0.9%	7%	i	0.5	0.7%	.	.	.	.	0%	i	57	10%
Cc1ccc(CSc2nnc(-c3cccc(S(=O)(=O)N4CCOCC4)c3)n2C2CCCC2)cc1	-0.9%	2%	i	0.4	10%	29	-6	0.2	940	-3%	i	50	7%
Fc1ccc(-c2nc3ccccc3[nH]2)cc1	-0.1%	3%	i	0.1	3.5%	19	11	0.8	1403	10%	i	49	3%
NC1=NC[C@@H](Cc2ccc(O)cc2)N1CCc1cccc(F)c1	0.1%	-1%	i	1.9	-0.3%	.	.	-1.7	1366	1%	i	8	11%
Cc1c(C(=O)N2CCCCC2)c(S(=O)(=O)N2CCN(c3ccc(F)cc3)CC2)c(C)n1C	-0.4%	2%	?	.	-0.3%	.	.	.	.	1%	i	5	12%
COc1ccc(OCC(=O)OCC(=O)Nc2ccc3[nH]c(=O)[nH]c3c2)cc1	.	11%	i	1.2	0.9%	.	.	.	.	.	i	30	.
COc1ccc(-c2cc(C(=O)Nc3cc(Br)ccc3O)no2)cc1	-0.5%	5%	i	0.2	0.0%	.	.	.	.	6%	i	35	4%
Cc1cc(C(=O)NCC(=O)OCC(=O)N(C(C)C)C(C)C)ccc1[N+](=O)[O-]	0.2%	9%	i	0.2	2.5%	8	-3	2.9	1086	15%	i	45	5%
O=C(c1ccc(Br)cc1)N1CCC2(CC1)NCCc1[nH]cnc12	-0.4%	-6%	i	0.6	0.8%	.	.	.	.	6%	i	40	16%
CC(C)Oc1ccccc1C1CC(=O)Nc2cc3c(cc21)OCO3 (centres undefined)	0.2%	8%	i	2.8	7.2%	28	5	-2.5	1003	-2%	i	19	-1%
O=C(O)c1ccc2c(=O)n3c(nc2c1)/C(=C/c1ccc(Cl)cc1Cl)CC3	-0.6%	10%	i	0.8	14%	.	.	.	.	-2%	i	67	27%
CCc1c(C)nc(N2CCN(Cc3ccccc3)CC2)[nH]c1=O	-0.3%	3%	i	0.8	0.3%	-1	1	0.8	886	4%	i	59	19%
CCOc1ccc(CN2CCNC(=O)C2CC(=O)N(C)CC2CCOCC2)cc1 (centres undefined)	-0.1%	5%	i	0.7	1.2%	.	.	.	.	-3%	i	69	6%
Cc1noc(C)c1C(=O)N1CC(C)OC(C)C1 (centres undefined)	-0.1%	2%	i	0.4	0.7%	-12	-65	.	.	13%	i	27	-6%
Cc1c(Cl)cccc1NC(=S)NCc1cccn1C	0.0%	6%	i	1.3	2.1%	-3	-2	0.6	512	9%	i	23	12%
Nc1n[nH]c2cc(=O)n(-c3cccc(C(F)(F)F)c3)nc12	.	3%	i	0.2	0.8%	9	0	6.0	1038	0%	i	61	4%
COc1ccccc1C(=O)Nc1ccccc1N1CCN(S(C)(=O)=O)CC1	0.4%	7%	i	0.6	1.0%	-2	-2	1.5	971	18%	i	35	7%
O=C(c1ccco1)N1CCN(CCCCOc2ccc(F)cc2)CC1	-0.8%	2%	i	0.4	3.5%	-9	-3	1.3	498	7%	i	49	3%
CC(=O)Nc1ccc(S(=O)(=O)Oc2ccc3c(c2)C(C)=CC(C)(C)N3)cc1	2.5%	.	.	.	?	-1	-7	7.0	924	-5%	i	45	15%
Cc1cc(=O)oc2cc(OCC3CC(c4ccc(Cl)cc4)=NO3)ccc12 (centres undefined)	-0.9%	3%	i	2.5	1.9%	65*	36*	-0.4	1028	-5%	i	58	3%
